Bioassay records deposited in PubChem BioAssay by several laboratories.
CAL PDZ FP-1: blocks peptide binding to the human CAL PDZ domain; Q9HD26; purified CAL PDZ, TMR-peptide fluorescence polarization, 1 h; inhibition, % at 24.9 µM; actives 0.92% (n = 300,000); AID 602252;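 active means mean inhibition of at least 30% with at least half of replicates also reaching 30%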;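 further: 0% = DMSO neutral control and 100% = excess unlabeled competitor peptide PRC23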
NSD2 HMT inh: NSD2 (human) methyltransferase inhibition | NSD2 peptide methylation, AlphaScreen, 120 min | inhibition, % at 12.5 µM | actives 0.54% (n = 310,000); in the data active means inhibition above about 50%
DAGLB inh: diacylglycerol lipase beta (human) inhibition. Q8NCG7. HEK293T DAGLB membrane lysate, EnzChek fluorogenic substrate. inhibition, % at 5.17 µM. actives 0.059% (n = 340,000). AID 504411; in the data active means inhibition above about 34%;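 further: 0% = enzyme with vehicle and 100% = wells lacking enzyme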
RTF Ca sens inh: cardiac RTF calcium desensitization; actives 0.12% (n = 340,000); P19429+P45379; IANBD-labeled cardiac RTF, Ca2+ fluorescence; inhibition, % at 7.15 µM;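 active means inhibition above the mean inhibition of all tested compounds plus 3 SD, cut at about 17% in these data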;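 further: assay run at fixed EC70 calcium of 1.6 mM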
DSG3 Ab inh: inhibitors of pemphigus antibody binding to human desmoglein-3; DSG3-coupled beads, scFv-anti-DSG3-GFP binding, flow cytometry; stronger effect = lower value; binding (percent of control), % at 10 µM; actives 0.48% (n = 310,000);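 active means binding more than 3 SD below its plate's average and above zero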;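 further: hits lower antibody fragment binding to DSG3; some compounds called inactive have numbers as strong as hits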
Target sequence (P32926 whole entry, looked up, the tested form may be a part): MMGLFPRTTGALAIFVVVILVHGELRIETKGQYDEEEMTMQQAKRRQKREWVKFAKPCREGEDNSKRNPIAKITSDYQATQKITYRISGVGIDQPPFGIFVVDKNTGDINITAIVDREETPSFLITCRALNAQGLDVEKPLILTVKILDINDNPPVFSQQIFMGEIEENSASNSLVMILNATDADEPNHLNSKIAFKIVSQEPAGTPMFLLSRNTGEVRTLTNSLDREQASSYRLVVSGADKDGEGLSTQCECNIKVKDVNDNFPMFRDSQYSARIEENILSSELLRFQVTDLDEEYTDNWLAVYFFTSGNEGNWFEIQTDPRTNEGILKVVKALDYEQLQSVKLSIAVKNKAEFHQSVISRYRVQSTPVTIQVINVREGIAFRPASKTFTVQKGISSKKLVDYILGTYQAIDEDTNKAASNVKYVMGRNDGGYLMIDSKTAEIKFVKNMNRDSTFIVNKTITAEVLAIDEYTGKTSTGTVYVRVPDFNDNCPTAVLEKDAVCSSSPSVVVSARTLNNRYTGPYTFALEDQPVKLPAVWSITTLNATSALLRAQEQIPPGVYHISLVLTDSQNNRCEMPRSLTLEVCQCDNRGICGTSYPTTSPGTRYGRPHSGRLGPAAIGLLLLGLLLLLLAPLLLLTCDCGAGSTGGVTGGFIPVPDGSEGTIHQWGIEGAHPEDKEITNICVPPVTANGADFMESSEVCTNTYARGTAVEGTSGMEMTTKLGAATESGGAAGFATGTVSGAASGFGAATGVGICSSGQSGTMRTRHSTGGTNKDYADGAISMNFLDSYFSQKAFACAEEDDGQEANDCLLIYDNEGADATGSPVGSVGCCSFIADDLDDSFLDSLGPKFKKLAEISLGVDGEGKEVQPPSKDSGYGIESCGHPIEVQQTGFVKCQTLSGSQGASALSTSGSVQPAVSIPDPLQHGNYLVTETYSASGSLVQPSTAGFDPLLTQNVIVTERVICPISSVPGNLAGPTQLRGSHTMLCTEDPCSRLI
Keap1 Nrf2 FP: disrupts human Keap1 binding to Nrf2 peptide. Q14145. Keap1 Kelch-Nrf2 peptide fluorescence polarization, 1536-well. inhibition, % at 9.4 µM. actives 0.15% (n = 340,000). AID 504523; in the data active means inhibition above about 12%;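 further: human Keap1 Kelch domain with fluorescein labeled Nrf2 9mer peptide probe; 0% = neutral control wells and 100% = peptide positive control; higher means more block of Keap1 binding to Nrf2 peptide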
LANA DNA inh: KSHV C-LANA DNA binding inhibition; AID 504423; MBP-C-LANA/FAM-LBS DNA binding, fluorescence polarization; inhibition, % at 9 µM; actives 0.078% (n = 340,000);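 active means highest replicate inhibition at or above 60% at 9 µM, even if other replicates fall short; inactive means all replicates below 60% inhibition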;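 further: 0% = neutral control wells and 100% = 4 µM acridine orange control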
CAL PDZ FP-2: human CAL PDZ-peptide interaction inhibition; purified CAL PDZ, TMR-peptide fluorescence polarization, 1 h; actives 0.02% (n = 330,000); AID 504414; inhibition, % at 20 µM;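 active means highest replicate inhibition of at least 40%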;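 further: plate controls were DMSO neutral control wells for no effect and unlabeled competitor peptide control wells for full effect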
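System: purified tagged CAL PDZ domain construct (CerCALP). Schedule: 1 h incubation at room temperature before polarization reading. Medium: 25 mM sodium phosphate pH 7.4, 150 mM NaCl, TCEP, IgG, Thesit. Read-out: percent inhibition from loss of millipolarization. Measured by: FP readout, S and P plane fluorescence. Probe or stimulus: fluorescent TMR peptide probe.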
Arr AP2 block: inhibitors of human beta-arrestin and AP2 interaction. FITC-arrestin peptide / GST-AP2 beads, flow cytometry; AP2 beta2 appendage carries R879A mutation. actives 0.31% (n = 340,000). inhibition, % at 10 µM;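 active means inhibition above a set limit, near 3 SD of compounds lacking own fluorescence, cut at about 54% in these data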;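 further: plate controls were DMSO wells for no effect and 5 µM unlabelled arrestin peptide for full effect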
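Assay system: GST-AP2 R879A bound to glutathione beads, E. coli-expressed; Medium: PBS with 0.05% Tween 20 and 0.1% BSA; Also added: fluorescein-tagged arrestin peptide at 50 nM final; Timing: 12 min plus 1 h, RT; Measured by: flow cytometry, FL1 (488/535 nm); Evaluation: percent drop in bead-associated FITC signal.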
V-ATPase pHluor: regulators of yeast V-ATPase proton transport; response, % at 10 µM; actives 0.37% (n = 350,000); S. cerevisiae, pHLuorin cytosolic pH fluorescence; in the data active means response mostly above about 7.3%, no sharp cut-off; inactive means mostly below about 5.4%; further: actives read high; inactives centre near 0; some compounds called inactive have numbers as strong as hits; reference of the scale not given here
* hit, by the source's call; / = no result given. An excerpt; count on the stated rates, not on these rows.

No.	molecule	CAL PDZ FP-1	NSD2 HMT inh	DAGLB inh	RTF Ca sens inh	DSG3 Ab inh	Keap1 Nrf2 FP	LANA DNA inh	CAL PDZ FP-2	Arr AP2 block	V-ATPase pHluor
1	CC(=O)NCCC(=O)Nc1nc(-c2ccccc2Cl)cs1	15	6	-1	-10	104	-1	0.2	-2.0	6	-1
2	C=CCN(Cc1ccc(Cl)s1)C(=O)CNC(=O)CNC(=O)c1ccc(Cl)cc1Cl	-8	-5	0	3	104	-4	-1.7	-1.5	-1	1
3	CCn1c(CSc2nc3ccccc3s2)nnc1SCC(=O)OC(C)(C)C	/	0	-1	0	100	-1	0.3	-2.8	-2	-4
4	O=C(CN(CCc1ccccc1)S(=O)(=O)c1ccc(Cl)cc1)N/N=C/c1ccc2c(c1)OCO2	-2	0	-2	-14	120	-7	0.5	-1.5	-1	-2
5	O=C(C(Cl)Cl)N1CCN(Cc2ccc3c(c2)OCO3)CC1	1	-2	-1	-9	98	0	0.5	0.0	1	3
6	Cc1cc(C)nc(/N=C(\N)Nc2ccc(OCCC(C)C)cc2)n1	-12	-1	0	-5	123	0	-1.5	-3.8	40	-8
7	C=CCn1c(SCc2ccc(C(=O)NCCO)cc2)nc2ccccc2c1=O	-3	28	-4	-8	122	-5	2.7	-2.2	4	-2
8	COc1ccc(S(=O)(=O)N2CCCC(C(=O)N3CCCC3)C2)cc1OC (stereo not given)	-4	0	-2	-5	96	4	-2.7	-0.5	69*	2
9	COc1ccc2nc(NC(=O)c3cccc(N4C(=O)CCC4=O)c3)sc2c1	-4	0	-2	-9	106	3	-0.4	-3.3	6	-2
10	COc1cccc(/C=C/C(=O)OCC(=O)N2CCCC2)c1OC	-7	-1	-2	3	110	1	-1.5	-0.9	2	-1
11	COc1ccc(CNC(=O)c2cc(-c3cc(C)cc(C)c3O)n[nH]2)cc1	-4	/	-3	0	103	-1	-4.0	1.3	0	1
12	CCCCc1nc2cc(C(=O)N3CCCCC3COC)ccc2o1 (stereo not given)	5	0	-2	-2	109	2	1.2	-1.5	27	-2
13	COC(=O)COc1ccc(S(=O)(=O)N2CCc3ccccc3C2)cc1C	5	-2	-1	-1	105	7	1.7	-1.0	1	-1
14	CCOC(=O)C(C)NC(=O)C(NC(=O)C1CCC(CC)CC1)C(C)C (stereo not given)	-3	-5	-16	-2	97	1	0.9	0.0	15	3
15	CCc1nnc(NC(=O)CSc2nc3cc4c(cc3cc2C)OCCO4)s1	-4	4	0	0	99	0	-0.8	0.3	36	3
16	CC(C)CC(NC(=O)c1ccccc1NC(=O)c1ccccc1)C(=O)O (stereo not given)	-1	-2	2	1	105	-11	-0.6	0.9	0	2
17	CCC(C)N1C(=O)C2C(C(=O)Nc3cccc(OC)c3)C3C=CC2(O3)C1C(=O)NC1CCCCC1C (stereo not given)	-1	0	-8	0	100	-8	1.5	-3.0	5	3
18	CC(=O)Nc1ccc(SCC(=O)N(CCC#N)c2ccc(C)cc2)cc1	-4	-2	1	-2	99	-1	-0.7	-0.6	31	-2
19	O=S(=O)(c1ccc(NC(=S)N2CCCCC2)cc1)N1CCCCC1	/	3	-2	/	101	/	/	/	/	3
20	Cc1cc(Br)ccc1NC(=O)C1CCCO1 (stereo not given)	-2	-3	2	-4	/	2	-1.9	-2.5	34	-1
21	CCOc1ccc(C2=Nc3ccc(Br)cc3C(c3ccc(N4CCOCC4)cc3)=NN2)cc1	4	0	-12	-14	103	-5	-2.9	-0.3	2	5
22	Cc1cccc(-c2nnc(NC(=O)c3ccc(Cl)cc3)o2)c1	/	17	4	-3	97	1	1.0	-2.2	20	11
23	COc1cc(/C=C/c2c([N+](=O)[O-])c(=O)n(C)c(=O)n2C)cc(OC)c1OC	-2	2	-1	3	/	-3	-1.1	-2.8	32	2
24	Cc1ccnc(NC(=O)COC(=O)c2ccc(F)cc2F)n1	-4	8	-3	-7	89	-2	2.9	-0.8	15	-1
25	CCCN1CCN(CCCNC(=O)C(CC)n2nc(C)c3sc4ccccc4c3c2=O)CC1 (stereo not given)	2	12	0	-1	95	-5	1.1	-1.6	-9	-1
26	COc1cc(C2Nc3ccccc3C(=O)N2c2ccccc2)c(Br)cc1OCC(=O)O (stereo not given)	-7	-4	1	-1	103	-3	-0.8	-0.4	26	1
27	COc1ccc(C)cc1NC(=O)CSc1nc2ccccc2nc1N1CCCCC1	-1	/	-13	-2	94	-5	0.5	0.6	1	1
28	Clc1cccc(Cl)c1/C=N/Nc1c(Cl)cncc1Cl	-3	-2	-7	0	/	1	-1.1	-1.7	-5	-8
29	O=C(CCCN1C(=O)c2ccccc2C1=O)NC1=NCCS1	-3	2	1	-7	104	1	13	-0.7	-5	-2
30	COc1ccc(NC(=O)CN(C)C(=O)c2ccc3ccccc3c2)cc1	-4	1	-2	-2	104	-2	1.4	-2.2	16	-3
31	C/C(CS(=O)(=O)c1ccccc1)=N\O	-1	-3	-1	1	102	2	-0.6	0.0	2	2
32	C=CCN1C(=O)/C(=C2/Sc3ccccc3N2C)SC1=Nc1ccccc1C	-4	2	-3	4	83	1	-0.2	/	-8	1
33	Cc1ccc(-c2noc(C3CCCN(C(=O)c4cccc([N+](=O)[O-])c4)C3)n2)o1 (stereo not given)	1	6	0	-11	115	-15	-2.0	-1.6	10	-5
34	CCCOc1ccc(N2C(=O)CC(N(CCc3ccc(S(N)(=O)=O)cc3)C(C)=O)C2=O)cc1 (stereo not given)	0	-4	-1	11	95	0	-0.3	-1.6	24	-1
35	COc1cc(C(=O)N2C[C@H]3CC[C@H]2C3)ccc1OC1CCN(C(C)=O)CC1	-2	-3	1	-3	105	-1	-0.6	-2.3	-10	-5
36	Cn1cnnc1SCC(=O)c1c[nH]c2ccccc12	/	0	-1	-2	119	-6	0.4	0.3	-13	4
37	O=C(CN1CCCCCC1)Nc1ccc([N+](=O)[O-])cc1Cl	/	3	-8	-3	109	-5	-6.1	0.4	2	-1
38	C=CCNC(=S)Nc1ccc(Cl)c(S(=O)(=O)N2CCOCC2)c1	3	4	-1	-10	108	-2	0.2	-1.0	8	6
39	COc1ccc2c(=O)c3c(=O)n(CCc4ccccc4)c(C(C)C)nc3oc2c1	-2	-1	-1	-7	/	2	0.1	-0.3	-3	7
40	CN(C(=O)COc1ncnc2ccccc12)C1CCCCC1	/	2	3	-2	101	-3	-1.2	-0.4	-5	0
41	O=C(CSc1nc(-c2ccc(Cl)cc2)[nH]c(=O)n1)Nc1cccc(Cl)c1	/	4	/	/	90	-4	0.2	-0.9	-2	-6
42	O=C(NC(=S)Nc1nc2c(s1)CCCC2)c1ccccc1	-4	-2	-5	-5	100	1	1.3	-1.1	7	-1
43	CSc1nc(C)cc(SCCO)n1	-3	0	4	1	110	1	-1.0	-1.1	-9	7
44	CC(C)N(Cc1nc(-c2ccc(Cl)cc2)no1)C(=O)c1cccs1	1	-4	-4	-3	105	0	-0.9	0.1	24	-5
45	O=C1c2ccccc2S(=O)(=O)N1Cc1cccc(S(=O)(=O)N2CCOCC2)c1	-3	2	0	-4	100	-1	0.5	-2.1	1	2
46	Cc1ccc(-c2nc(CCN3C(=O)c4ccccc4C3=O)cs2)cc1	6	-2	-12	-6	104	5	-1.3	-1.1	6	-3
47	NC(=O)COc1ncn(-c2ccccc2)n1	0	/	0	-6	100	0	0.0	1.0	9	0
48	COCCN(C(=O)COC(=O)/C=C/c1ccc(C)o1)c1c(N)n(Cc2ccccc2)c(=O)[nH]c1=O	3	-2	1	-2	98	-1	0.3	-0.8	33	-3
49	CC(=O)Nc1ccc(NC(=O)CSc2nnc(-c3ccc(NS(C)(=O)=O)cc3)n2C)cc1C	/	1	0	1	108	4	-2.9	-0.8	22	2
50	Cc1cc2occ(CC(=O)N(C)CC(=O)Nc3cccc(F)c3)c2cc1C	2	0	-3	-7	106	2	-0.6	-2.8	43	-4
51	Fc1ccc(-c2ccc(Nc3cccc(F)c3)nn2)cc1	/	-2	-3	-5	/	0	-1.2	-1.0	-13	1
52	N#Cc1c2n(c(=S)n(-c3ccc(F)cc3)c1=O)CCCCC2	-8	0	2	0	106	-5	-0.2	0.2	-3	-1
53	CCOC(=O)C1(Cc2ccccc2C(F)(F)F)CCN(C(C)COC)CC1 (stereo not given)	/	1	-1	-4	105	-4	-1.6	-0.3	30	-1
54	O=C(/C=C/Nc1ccc(S(=O)(=O)Nc2cnc3ccccc3n2)cc1)c1ccccc1	0	0	2	5	96	-1	3.7	-2.5	25	-3
55	CCOc1ccc(C(=O)COC(=O)Cn2[nH]c(=O)c3ccccc3c2=O)cc1	/	1	-1	/	100	/	/	/	/	1
56	COc1ccc(CNC(=O)C2CCCN(S(=O)(=O)c3ccc(F)cc3)C2)cc1 (stereo not given)	-3	0	0	3	103	3	1.5	-2.4	-4	1
57	N#Cc1c(-c2ccc(Cl)cc2)nc2n(c1=O)CCCS2	-5	-6	1	-3	100	0	0.6	-2.6	2	-1
58	CC(=O)NC1(c2ccccc2)CCN(CC(=O)N2CCC(C)CC2)CC1	-2	-2	-1	7	90	0	-1.1	0.8	12	1
59	CC1=CC(C)(C)NC(=S)N1c1ccc(N(C)C)cc1	0	29	1	-8	93	1	-2.1	0.0	3	0
60	O=C(CCN1C(=O)COc2ccccc21)NCCCN1CCCC1	-2	-1	0	2	/	-3	0.0	-2.7	16	-3

The list goes on.
No.	molecule	CAL PDZ FP-1	NSD2 HMT inh	DAGLB inh	RTF Ca sens inh	DSG3 Ab inh	Keap1 Nrf2 FP	LANA DNA inh	CAL PDZ FP-2	Arr AP2 block	V-ATPase pHluor
61	CCN(CCCNC(=O)c1ccc(N2CCCC2=O)cc1)c1cccc(C)c1	0	3	1	-2	104	-3	0.7	-1.7	2	-2
62	O=C(/C=C/c1ccccc1)N1CCCN(C(=O)/C=C/c2ccccc2)CC1	/	1	-1	-8	100	2	-0.5	-0.7	-3	-3
63	Cc1cc(N/N=C\c2ccc(Br)cc2)nc(-n2nc(C)cc2C)n1	-6	2	-6	-2	110	-2	0.5	-2.5	15	5
64	O=C(/C=N/O)Nc1ccccc1C(=O)O	/	1	1	-1	104	4	0.8	-0.2	-13	-2
65	Cc1cccc(C(=O)N[C@H](C(=O)OCC(=O)NC(=O)c2cccn2C)C(C)C)c1	-3	3	-2	-12	102	-1	-1.9	0.5	-2	-2
66	CC(C)C[C@H]1CN=C(Nc2ccccc2)N1CCCC1CCCCC1	0	/	3	5	108	4	0.8	-0.4	8	1

Ordered by the number under V-ATPase pHluor (rising): some entries from above.
nr | compound | V-ATPase pHluor
64 | O=C(/C=N/O)Nc1ccccc1C(=O)O | -2
66 | CC(C)C[C@H]1CN=C(Nc2ccccc2)N1CCCC1CCCCC1 | 1
63 | Cc1cc(N/N=C\c2ccc(Br)cc2)nc(-n2nc(C)cc2C)n1 | 5
